# COUP-TFII inh: inhibitors of human COUP-TFII (NR2F2) | P24468 | HEK293T NGFI-A luciferase reporter, luminescence | inhibition, % at 8.6 µM | 370,000 tested, 0.7% active;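 active = inhibition above a per-plate cutoff, mean inhibition of test wells between control levels plus 3 SD, cut at about 38% in these data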;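 also: cells cotransfected with COUP-TFII expression vector driving the NGFI-A reporter; 0% = median of COUP-TF2 test wells and 100% = reporter-only cells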
# NCOA3 inh: inhibitors of human steroid receptor coactivator 3 (SRC3); Q9Y6Q9; HEK293 GAL4-SRC3 luciferase reporter, luminescence; inhibition, % at 3.6 µM; 360,000 tested, 0.17% active; AID 588352;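 active = inhibition above a per-campaign cutoff, the mean of all compounds plus 3 SD, cut at about 60% in these data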;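 also: 0% = DMSO-treated cells and 100% = gossypol-treated cells at 36 µM; higher means less SRC3-driven luciferase light from the GAL4 reporter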
# NR5A2 inv ag: NR5A2 inverse agonism in reporter assay; HEK293T StAR-luciferase reporter, LRH-1 transfected, 24 h; inhibition, % at 3.6 µM; 360,000 tested, 0.13% active; O00482;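 active = inhibition above the mean inhibition of all tested compounds plus 3 SD, cut at about 73% in these data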;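 also: 0% = DMSO wells and 100% = reporter-only cells lacking LRH-1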
# Target sequence (O00482 whole entry, looked up): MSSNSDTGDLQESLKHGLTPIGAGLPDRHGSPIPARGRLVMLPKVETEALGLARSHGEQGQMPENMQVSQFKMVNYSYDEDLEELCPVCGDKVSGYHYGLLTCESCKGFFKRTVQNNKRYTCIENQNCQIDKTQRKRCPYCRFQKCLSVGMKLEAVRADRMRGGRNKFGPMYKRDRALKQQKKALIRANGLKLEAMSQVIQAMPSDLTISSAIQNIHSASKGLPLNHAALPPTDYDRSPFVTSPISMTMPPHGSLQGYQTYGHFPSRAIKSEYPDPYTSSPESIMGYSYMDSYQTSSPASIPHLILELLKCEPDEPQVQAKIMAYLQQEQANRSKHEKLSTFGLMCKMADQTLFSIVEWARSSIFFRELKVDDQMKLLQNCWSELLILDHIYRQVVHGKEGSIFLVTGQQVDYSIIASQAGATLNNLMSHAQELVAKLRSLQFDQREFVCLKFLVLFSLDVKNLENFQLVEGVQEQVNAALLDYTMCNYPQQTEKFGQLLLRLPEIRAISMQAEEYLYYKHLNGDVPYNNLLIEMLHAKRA
# EBV LMP1 NFkB: inhibitors of Epstein-Barr LMP1-induced NF-kappaB reporter | inhibition, % at 12.5 µM | LMP1-induced NF-kappaB luciferase reporter cells, luminescence | AID 504558 | 350,000 tested, 0.69% active; in the data active = inhibition above about 41%;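 also: 0% = neutral control wells and 100% = reference inhibitor control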
# TLR9-MyD88 inh: inhibitors of human TLR9-MyD88 binding. CHO BLA complementation TLR9-MyD88, CCF4 FRET ratio. inhibition, % at 4.98 µM. 340,000 tested, 0.21% active;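 active = inhibition above the mean over all tested compounds plus 3 SD, cut at about 21% in these data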;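 also: 0% = DMSO only wells and 100% = clavulanate BLA inhibitor control wells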
# MC4R ag barr: agonists of human melanocortin 4 receptor (MC4R) beta-arrestin; P32245; activation, % at 8.9 µM; AID 540308; 360,000 tested, 0.98% active; U2OS MC4R beta-arrestin complementation, luminescence; percent of melanotan II response, DMSO zero;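 active = activation above a per-plate cutoff, the mean activation of sample wells on that plate plus 3 SD, cut at about 8% in these data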
# Target sequence (P32245 whole entry, looked up): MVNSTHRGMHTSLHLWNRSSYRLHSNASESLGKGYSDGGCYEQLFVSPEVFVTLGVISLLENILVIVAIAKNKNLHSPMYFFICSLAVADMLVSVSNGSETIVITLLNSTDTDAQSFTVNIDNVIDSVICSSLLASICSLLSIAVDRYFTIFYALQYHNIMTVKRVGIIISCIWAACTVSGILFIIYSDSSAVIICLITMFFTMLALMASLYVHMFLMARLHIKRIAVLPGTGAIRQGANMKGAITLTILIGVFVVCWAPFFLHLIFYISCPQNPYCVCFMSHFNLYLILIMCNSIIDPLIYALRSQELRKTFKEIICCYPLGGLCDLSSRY
# NCOA2 inhibitor: human SRC2 (NCOA2) inhibition; 370,000 tested, 0.17% active; AID 651957; HEK293 GAL4-SRC2 luciferase reporter, luminescence; Q15596; inhibition, % at 9 µM;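 active = inhibition above the mean inhibition of all tested compounds plus 3 SD, set per campaign, cut at about 52% in these data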;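 also: 0% = DMSO treated cells and 100% = cells given Gossypol at 36 µM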
# NOD2 RIPK2 PPI: blocks binding of human NOD2 to RIPK2; O43353; 360,000 tested, 0.38% active; inhibition, % at 4.98 µM; AID 624267; CHO BLA complementation NOD2-RIPK2, CCF4 ratio; in the data active = inhibition above about 21%;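 also: 0% = vehicle only and 100% = reference blocker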
# ABHD5-PLIN5 inh: blocks binding of human ABHD5 to perilipin-5. 360,000 tested, 0.78% active. AID 602281. Q00G26+Q8WTS1. Split G. princeps luciferase complementation, luminescence, 4 h. inhibition, % at 4 µM;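 active = inhibition above the mean inhibition across every tested compound plus 3 SD, cut at about 22% in these data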;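 also: 0% = DMSO only wells and the 100% control is not disclosed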
# NCOA1 inh: inhibitors of human steroid receptor coactivator 1 (SRC1). AID 588354. HEK293 GAL4-SRC1 luciferase reporter, luminescence. inhibition, % at 3.6 µM. Q15788. 360,000 tested, 0.12% active;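 active = inhibition above the campaign mean plus 3 SD, with each screening campaign given its own cutoff, cut at about 60% in these data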;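 also: 0% = DMSO treated cells and 100% = gossypol at 36 µM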
# MC4R antagonist: antagonists of human melanocortin 4 receptor (MC4R). MC4R-expressing cells, MTII-stimulated cAMP, LANCE TR-FRET. inhibition, % at 6.5 µM. AID 540295. 360,000 tested, 0.48% active. P32245;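 active = inhibition above its plate's cutoff, the mean of tested wells on that plate plus 3 SD, cut at about 29% in these data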;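 also: 0% = Melanotan II alone and 100% = Melanotan II plus saturating MCL0020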
#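 System – human MC4R-expressing U2OS cells · Also added – Melanotan II · Dosing – one concentration, 6.5 µM nominal · Timing – 30-min compound, 1-h challenge, 1-h detection, room temperature · Measured by – Eu-cAMP/anti-cAMP TR-FRET, emission 671 nm · Replicates – singlicate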
# * hit, by the source's call; nt = no result given.
SMILES,COUP-TFII inh,NCOA3 inh,NR5A2 inv ag,EBV LMP1 NFkB,TLR9-MyD88 inh,MC4R ag barr,NCOA2 inhibitor,NOD2 RIPK2 PPI,ABHD5-PLIN5 inh,NCOA1 inh,MC4R antagonist
CCOC1=C2CN(S(=O)(=O)c3ccc(C)cc3)[C@H](c3cccs3)C[C@H]2[C@H]2C(=O)N(c3ccccc3)C(=O)[C@H]2C1,-12.1,5.6,-4.7,nt,nt,nt,-33.6,6.3,-2.5,0.2,nt
CC(C)C[C@H](NC(=O)c1nc[nH]c1C(=O)N1CCN(c2ccccc2)CC1)C(=O)OCc1ccccc1,3.5,4.2,13.5,-7.8,-16.7,5.8,4.3,2.2,0.8,-4.4,8.3
CC1(C(=O)NC2CCCCC2)CCC(=O)N1Cc1ccc2c(c1)OCO2 (stereo unspecified),-5.8,9.2,7.1,-11.3,5.6,1.6,15.5,9.0,1.3,2.5,-4.6
CCOC(=O)C(O)(CC(=O)Nc1cc(F)ccc1C)C(F)(F)F (stereo unspecified),1.0,6.0,10.6,-19.9,-2.0,-1.6,1.1,-11.2,-4.4,-6.3,0.0
NC(=O)C1CCCN(S(=O)(=O)c2ccccc2)C1 (stereo unspecified),4.5,-6.5,7.5,-16.0,-1.1,-1.4,-19.0,3.8,-9.4,1.3,-0.4
CCCCOCCCNC(=O)c1ccc(OCC)cc1,-10.6,5.3,-16.6,-15.2,-1.8,-1.5,-13.7,-10.9,-1.1,-19.1,3.5
COc1ccc(COC(=O)c2ccc(S(=O)(=O)N3CCCCC3)cc2)cc1OC,-13.1,1.1,-21.9,-0.7,2.3,4.5,2.5,-6.9,9.3,-11.5,4.9
Cc1ccc2[nH]c3c(NCCN4CCOCC4)ncnc3c2c1,-10.8,-15.0,-24.3,4.7,-10.2,-1.4,-3.8,-6.8,-2.4,-27.7,-0.5
CCc1nc(N2CCOCC2)c(C#N)c2c1COC(C)(C)C2,0.2,-15.7,-6.6,-10.1,-0.8,0.6,13.8,-3.6,-1.7,-10.7,11.1
C=CCN(CC=C)S(=O)(=O)c1ccc2nc(NC(=O)C3CCCO3)sc2c1 (stereo unspecified),11.8,15.6,-0.8,1.6,3.5,2.5,7.7,8.4,4.5,-6.5,4.8

# Just MC4R antagonist, EBV LMP1 NFkB and NCOA1 inh, for two of the compounds above:
SMILES | MC4R antagonist | EBV LMP1 NFkB | NCOA1 inh
NC(=O)C1CCCN(S(=O)(=O)c2ccccc2)C1 (stereo unspecified) | -0.4 | -16.0 | 1.3
CC(C)C[C@H](NC(=O)c1nc[nH]c1C(=O)N1CCN(c2ccccc2)CC1)C(=O)OCc1ccccc1 | 8.3 | -7.8 | -4.4

# Later entries
SMILES,COUP-TFII inh,NCOA3 inh,NR5A2 inv ag,EBV LMP1 NFkB,TLR9-MyD88 inh,MC4R ag barr,NCOA2 inhibitor,NOD2 RIPK2 PPI,ABHD5-PLIN5 inh,NCOA1 inh,MC4R antagonist
CC(C)c1cc(NC(=O)c2ccccc2)cc(C(C)C)c1O,2.0,0.9,7.7,58.9*,-2.3,0.9,5.8,-1.1,-5.8,3.9,-0.2
Cc1ccc(C)c(N(CC(=O)NC2CCCC2)C(=O)CNC(=O)c2cccs2)c1,12.6,-6.2,16.9,-1.5,-1.1,-1.0,6.6,-4.1,-0.4,0.4,-8.9
Cc1nnnn1-c1ccc(CC(=O)O)cc1,2.0,18.5,16.8,2.7,-0.8,-2.6,-2.3,6.3,-1.6,-12.4,2.1
CCOc1ccc(NC(=O)C2CC(=O)N(c3ccc4c(c3)OCCO4)C2)cc1OCC (stereo unspecified),-2.0,21.0,-5.0,-5.1,-7.1,-2.8,9.7,-5.5,-3.8,-5.2,11.2
Cn1c(SCC(=O)N2CC(=O)Nc3ccccc32)nc2ccccc2c1=O,17.0,23.5,-4.7,2.8,-19.8,-1.3,12.8,0.4,-3.3,4.8,10.0
O=C1CSC(c2cccc([N+](=O)[O-])c2)N1c1c(F)cccc1F (stereo unspecified),-0.9,19.4,4.0,-0.1,-0.1,1.7,2.3,1.7,3.8,11.0,7.7
Cc1ccc(S(=O)(=O)Nc2nc(CN3CCOCC3)nc3sc(C(=O)O)c(C)c23)cc1,-2.7,12.3,2.0,5.2,-2.5,-0.8,-12.4,-4.0,-2.6,-0.1,6.1
COc1cc(/C=C/C(=O)N(Cc2ccccc2)c2ccccn2)cc(OC)c1OC,-5.3,6.2,1.3,11.4,-5.6,-0.1,-17.5,-0.6,-1.5,-6.1,4.5
COc1cccc(-c2onc3ccc(C4(C)OCCO4)cc23)c1,15.2,-12.6,-7.5,-3.8,-9.7,-1.7,18.7,-10.8,-4.9,-10.6,8.0
CCOC(=O)C1CCN(C(=O)Cn2nc(C)n3nc(-c4ccc(OC)cc4)cc3c2=O)CC1,17.8,24.7,7.3,8.4,-13.3,-2.7,-9.4,-0.6,-1.3,13.2,6.0
Cc1ccc(-n2c(C)cc(/C=N/Nc3ccc([N+](=O)[O-])cn3)c2C)c(C)c1,1.9,-29.4,-43.8,0.5,20.1,-1.6,-14.2,5.4,2.5,-3.7,3.3
COc1ccc(N2CC(C(=O)Nc3nnc(SCC(=O)NCC4CCCO4)s3)CC2=O)cc1 (stereo unspecified),-17.4,-3.1,-24.9,-1.7,1.3,-1.9,6.8,-1.9,0.4,9.5,9.1
CN(C)S(=O)(=O)c1cccc(COC(=O)CN2CCCCCC2=O)c1,1.2,-38.0,-5.7,4.1,2.6,0.6,-3.2,-1.2,-1.5,3.1,5.5
Cc1ccc(-c2csc3ncn(CC#N)c(=O)c23)cc1,3.1,16.5,15.6,-1.9,-6.1,-0.2,-3.6,-4.5,5.7,1.6,8.7
CC1(C)SC(=S)N(NC(=O)Nc2ccccc2)C1N(O)C(=O)Nc1cccc2ccccc12 (stereo unspecified),12.9,11.7,14.4,5.6,0.5,-0.1,-25.1,2.6,-7.2,-2.1,8.5
CN(C(=O)CSc1nnc(NCc2ccccc2)s1)C1CCS(=O)(=O)C1 (stereo unspecified),-17.8,-9.1,-7.2,4.2,0.8,-3.6,5.2,3.9,0.1,-3.7,14.3
C/C(=N\NC(=S)NC1CCCCC1)c1cccs1,13.0,-43.5,-42.4,-2.6,-1.0,1.8,-6.5,-16.0,0.9,-23.6,4.3
O=C(Nc1ccccc1N1CCCC1)C1CC(=O)N(Cc2ccccc2)C1 (stereo unspecified),2.7,-4.6,-15.4,3.5,-7.8,-0.6,-20.5,5.6,-8.9,-24.2,9.8
Cc1cc(C)cc(NC(=O)CS(=O)(=O)c2ccccc2)c1,5.8,-2.9,-7.2,-14.9,-8.3,-0.7,1.0,-2.1,1.3,-31.1,15.2
Cc1ccc(C(=O)NC(Cc2cccc(C(F)(F)F)c2)C(=O)O)cc1 (stereo unspecified),10.2,4.8,-3.8,-7.7,-7.7,-0.9,-16.4,-14.5,1.0,-10.7,0.7
CC1(C)CC(=O)C2=C(C1)OC(N)=C([N+](=O)[O-])C2c1ccc(F)cc1 (stereo unspecified),2.5,17.8,2.2,nt,nt,-1.1,17.8,-14.6,8.4,19.6,12.3
Cc1c(C(=O)O)oc2c1C(=O)CC(C)(C)C2,-5.3,11.8,1.9,2.9,6.1,-0.6,-5.9,-2.6,0.6,-41.0,16.1
CSCCC(NC(=O)c1ccccc1Cl)C(=O)N(C)CC(=O)Nc1ccc(N2CCOCC2)cc1 (stereo unspecified),4.4,-2.4,18.1,-4.8,-9.2,-1.2,-4.0,-10.3,0.7,-12.0,0.5
Cc1ccc(S(=O)(=O)NC(C)CCc2ccccc2)cc1 (stereo unspecified),-5.4,0.5,11.3,-6.0,-8.9,4.4,-8.2,4.0,-0.3,7.8,15.5
O=C(NC1CC2CCC1C2)C1CCN(S(=O)(=O)c2ccc(-c3nn[nH]n3)cc2)CC1 (stereo unspecified),4.2,-10.7,-17.4,-2.1,-8.2,-2.4,-9.2,1.3,1.1,11.9,-1.9
COC(=O)[C@@]1(Cc2ccc(F)cc2)[C@H]2c3cc(C(=O)N4CCCC4)n(Cc4ccc(OC(F)(F)F)cc4)c3C[C@H]2CN1C(=O)c1ccccc1,9.9,nt,25.7,nt,nt,nt,24.1,0.8,22.3*,nt,nt
Cc1ccc(Cl)c(NC(=O)CSc2cccc[n+]2[O-])c1Cl,-3.5,-19.4,-4.5,-2.9,8.3,-0.4,-4.8,8.0,0.1,0.3,12.0
CCc1nc2ccc(C(=O)NC3CCN(C)CC3)cn2c1N(C)CCC(C)C,-7.3,11.6,6.6,nt,nt,2.5,10.9,-14.2,-0.8,8.1,4.0
O=C1CN(C(=O)COC(=O)c2ccco2)c2ccccc2N1,5.9,-3.5,-5.9,3.6,-9.9,-1.4,15.8,4.1,-3.1,-2.8,10.6
c1ccc2cc(N3CCCCC3)ccc2c1,15.5,-12.8,7.2,3.5,-8.9,3.7,19.5,-3.2,-8.6,-17.3,5.0
Cc1ccc(S(=O)(=O)N/N=C/c2cccn2-c2ccc(Cl)cc2)cc1,-0.1,11.3,-3.0,1.0,1.0,-0.2,-2.8,4.4,-4.2,10.9,0.7
COc1ccc(CCNC(=O)C2CCN(S(=O)(=O)c3ccc(OC)c(OC)c3)CC2)cc1,-2.8,5.1,17.3,1.6,2.6,-1.0,15.3,-8.3,0.6,-4.4,13.2
COc1nc2ccc(C)cc2cc1-c1noc(-c2cccnc2)n1,-15.6,23.1,-23.3,-9.2,-4.6,-0.2,8.1,1.6,2.0,-1.1,-0.8
O=C(Cn1c(=O)c2cccn2c2ccccc21)NCc1cccc(F)c1,-2.0,10.4,-17.2,-3.4,-2.6,-1.5,1.7,-20.0,-4.8,12.4,14.2
COc1ccc(Nc2ncc3c(n2)CC(c2ccc(C)cc2)CC3=O)cc1 (stereo unspecified),-6.3,-5.0,3.6,35.9,-42.2,-0.6,-25.5,5.6,4.3,-10.2,1.7
CC(C)(C)c1ccc(C2=CC(c3ccccc3F)n3ncnc3N2)cc1 (stereo unspecified),-10.4,-6.9,-15.1,6.3,22.2*,0.1,-31.1,15.4,-12.6,-13.2,1.9
CC(C)CC(NC(=O)/C(=C/c1ccco1)NC(=O)c1ccc(Br)o1)C(=O)O (stereo unspecified),5.5,2.1,-29.7,1.7,-4.1,-0.1,8.3,6.7,11.1,-20.6,13.9
O=S(=O)(NCCc1nnc2ccc(SCc3cccnc3)nn12)c1ccccc1,-8.0,20.4,6.2,0.0,-1.1,-1.8,-21.4,-11.6,1.0,2.6,15.1
Cc1ncc([N+](=O)[O-])n1CCOC(=O)NC(NCc1ccccc1)C(Cl)(Cl)Cl (stereo unspecified),0.4,12.2,-10.6,-8.4,-4.1,-1.8,-8.2,3.0,-3.8,-10.8,-4.7

# Screening results: PubChem, several laboratories

# A portion of the library; the hit share may differ from the screen's.
